NOD2 RIPK2 PPI: blocks binding of human NOD2 to RIPK2; 0.38% of 360,000 active; CHO BLA complementation NOD2-RIPK2, CCF4 ratio; O43353; inhibition, % at 4.98 µM; in the data active = inhibition above about 21%;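 note: 0% = vehicle only and 100% = reference blocker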
SRC3 inh: human NCOA3 inhibition; inhibition, % at 3.6 µM; AID 588352; 0.17% of 360,000 active; HEK293 GAL4-SRC3 luciferase reporter, luminescence; Q9Y6Q9;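 active = inhibition above a per-campaign cutoff, the mean of all compounds plus 3 SD, cut at about 60% in these data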;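 note: 0% = DMSO-treated cells and 100% = gossypol-treated cells at 36 µM; higher means less SRC3-driven luciferase light from the GAL4 reporter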
TROY NFkB inh: inhibitors of TROY-dependent NF-kB signaling | Q293 LMP1-TROYcd NF-kB luciferase reporter, 4 h | inhibition, % at 10 µM | 0.98% of 360,000 active | AID 1347056;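 active = compounds whose plate-normalised and pattern-corrected inhibition of the luciferase reporter signal at the single screening dose is 50% or more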
TWEAK Fn14 block: blocks TWEAK-Fn14 interaction in a reporter cell assay; 2% of 360,000 active; TWEAK-stimulated Fn14 reporter cells, luciferase luminescence, 8 h; inhibition, % at 10 µM; AID 1159606; in the data active = inhibition above about 50%
C8 TRAIL sens: sensitizes caspase-8 expressing cells to TRAIL | NB7+C8 cells + TRAIL, ATPlite viability luminescence | inhibition (viability loss, TRAIL sensitization), % at 10 µM | 1% of 360,000 active | AID 624354;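 active = compounds causing at least 50% loss of cell viability in the single-dose screen, relative to plate controls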
SRC1 inh: inhibits human SRC1 coactivator | Q15788 | HEK293 GAL4-SRC1 luciferase reporter, luminescence | inhibition, % at 3.6 µM | 0.12% of 360,000 active | AID 588354;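 active = inhibition above the campaign mean plus 3 SD, with each screening campaign given its own cutoff, cut at about 60% in these data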;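 note: 0% = DMSO treated cells and 100% = gossypol at 36 µM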
TLR9-MyD88 inh: inhibitors of human TLR9-MyD88 binding | CHO BLA complementation TLR9-MyD88, CCF4 FRET ratio | inhibition, % at 4.98 µM | 0.21% of 340,000 active | AID 504734;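 active = inhibition above the mean over all tested compounds plus 3 SD, cut at about 21% in these data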;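 note: 0% = DMSO only wells and 100% = clavulanate BLA inhibitor control wells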
NR2F2 inh: blocks human COUP-TFII nuclear receptor. P24468. HEK293T NGFI-A luciferase reporter, luminescence. inhibition, % at 8.6 µM. 0.7% of 370,000 active. AID 686940;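 active = inhibition above a per-plate cutoff, mean inhibition of test wells between control levels plus 3 SD, cut at about 38% in these data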;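 note: cells cotransfected with COUP-TFII expression vector driving the NGFI-A reporter; 0% = median of COUP-TF2 test wells and 100% = reporter-only cells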
NCOA2 inhibitor: human SRC2 (NCOA2) inhibition; Q15596; HEK293 GAL4-SRC2 luciferase reporter, luminescence; inhibition, % at 9 µM; 0.17% of 370,000 active; AID 651957;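 active = inhibition above the mean inhibition of all tested compounds plus 3 SD, set per campaign, cut at about 52% in these data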;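 note: 0% = DMSO treated cells and 100% = cells given Gossypol at 36 µM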
LRH-1 inv ag: suppresses constitutive activity of human LRH-1; O00482; HEK293T StAR-luciferase reporter, LRH-1 transfected, 24 h; inhibition, % at 3.6 µM; 0.13% of 360,000 active;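 active = inhibition above the mean inhibition of all tested compounds plus 3 SD, cut at about 73% in these data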;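 note: 0% = DMSO wells and 100% = reporter-only cells lacking LRH-1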
EBV LMP1 NFkB: reduces LMP1-driven NF-kappaB luciferase signal. LMP1-induced NF-kappaB luciferase reporter cells, luminescence. inhibition, % at 12.5 µM. 0.69% of 350,000 active. AID 504558; in the data active = inhibition above about 41%;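 note: 0% = neutral control wells and 100% = reference inhibitor control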
Active calls of the source: *; / = no result given.

Results follow in this order: NOD2 RIPK2 PPI	SRC3 inh	TROY NFkB inh	TWEAK Fn14 block	C8 TRAIL sens	SRC1 inh	TLR9-MyD88 inh	NR2F2 inh	NCOA2 inhibitor	LRH-1 inv ag	EBV LMP1 NFkB
1	O=C(CCC(=O)N1CCOc2ccccc21)NCCc1ccccc1
    11	7	-6	-10	-1	-27	6	-24	-9	3	-6
2	CC(OC(=O)c1ccc(-n2cnnn2)cc1)C(=O)N(C)c1ccccc1 (centres undefined)
    -1	-3	12	-8	-18	-11	4	18	-27	-14	-5
3	CC(C)OC(=O)c1cccnc1SCc1cc(=O)n2ccccc2n1
    7	-4	48	-25	10	-17	3	-8	-38	1	-1
4	CC(C)=CCN1CCN(Cc2cn(C(C)C)c3ccccc23)CC1CCO (centres undefined)
    -15	4	0	3	18	-2	-2	13	-3	12	3
5	NC(=O)C1CCN(c2nc(-c3ccc(F)cc3)cs2)CC1
    2	-2	-10	-3	-3	-1	-6	-4	-13	4	-5
6	Oc1ccc(-c2c(-c3ccsc3)sc3ccccc23)cc1
    -1	-10	15	42	-3	-14	0	11	-3	23	8
7	O=C(CSc1n[nH]c(-c2ccccc2O)n1)NC1CCCCC1
    -8	1	7	18	-11	-2	0	-1	-8	12	-10
8	CC1=NOC(=O)/C1=C/c1ccc(O)c(Cl)c1
    2	-15	6	24	4	13	-2	-8	-13	14	10
9	CC1=NN(C(=O)CSCc2ccccc2)C(O)(c2ccc(Cl)cc2)C1 (centres undefined)
    5	10	-14	-8	-5	0	5	6	-6	1	-1
10	COc1ccc(OC)c(-c2csc(N(CC3CCCO3)C(=O)Cc3ccccc3)n2)c1 (centres undefined)
    7	2	4	3	0	-4	0	-3	29	-20	12
11	Cc1ccc(/C=N/N2CCN(C3c4ccccc4-c4ccccc43)CC2)s1
    -12	13	54*	62*	-10	-4	-2	6	16	1	-3
12	COc1ccc([C@H]2CC(=O)c3c(O)cc(O)cc3O2)cc1O
    6	-21	-42	3	13	-9	-2	-7	-3	-20	-7
13	CCOc1ccc(NC(=O)CN2C(=O)COc3ccc(Cl)cc32)cc1
    -4	18	-6	8	-11	-2	-7	13	-1	35	-9
14	COc1cc(C)c(NC(=O)C2CCN(S(=O)(=O)c3cccs3)CC2)cc1OC
    1	-3	-3	-12	-10	-17	-5	-4	-18	-12	0
15	Cc1nn(CCO)c2nc(-c3cccs3)cc(C(F)(F)F)c12
    0	22	-1	21	9	5	0	-7	-8	10	-5
16	CC(C)NC(=O)CSc1nnc(C2CC2)n1-c1ccccc1
    1	-4	-4	16	3	1	2	21	13	7	-4
17	COc1cccc(Cn2c(=O)c3ccccc3n3nc(C)cc23)c1
    -6	2	11	7	-3	9	4	4	-4	1	-5
18	Cc1cc(OC(C)C(=O)N2C[C@H]3C[C@@H](C2)c2cccc(=O)n2C3)c2c(C)c(C)c(=O)oc2c1 (some centres undefined)
    -3	-2	-22	8	0	-7	-6	-12	1	12	-5
19	C[C@H]1CC[C@]2(O[C@@H](CCO)C[C@@H](O)[C@@H]2O)O1
    5	16	80*	7	-11	-1	1	-3	13	15	-1
20	CC(C#Cc1c([C@@H](C)Oc2ccccc2)nnn1Cc1ccccc1)Oc1ccccc1 (some centres undefined)
    -5	-9	-8	-18	5	3	3	-5	8	-7	-11
21	FC(F)(F)c1cc(Cl)c2nnc(C(F)(F)Cl)n2c1
    -4	5	12	4	6	-8	-5	-10	2	-6	3
22	COc1ccc(NC(=O)CN2C(=O)CSC(C)C2=O)c(OC)c1 (centres undefined)
    -5	0	-17	4	-1	-11	-8	-9	-31	21	1
23	OC(Cc1ccncc1)c1ccccc1Cl (centres undefined)
    -4	0	8	-5	2	13	2	7	-53	-1	7
24	Nc1nc[nH]c(=O)c1N=Cc1ccccc1
    -12	11	-6	-3	10	-9	2	-8	-12	8	-5
25	Cn1nccc1C(=O)N1CCc2c([nH]c3ccccc23)C1c1ccc(F)cc1 (centres undefined)
    -14	-6	14	-25	-2	-79	-3	15	12	18	-3
26	N=c1c(S(=O)(=O)c2ccccc2)cc2c(=O)n3ccccc3nc2n1C1CCCCC1
    7	2	18	23	13	-6	3	15	23	6	2
27	C/C(CC(=O)Nc1c(C)cc(C)cc1C)=N\NC(=O)c1cnccn1
    -3	-34	-2	7	-3	-32	0	-11	-21	-80	3
28	CCCOc1ccc(/C(O)=C2/C(=O)C(=O)N(CCN(C)C)C2c2ccc(OC)c(OC)c2)cc1 (centres undefined)
    -7	-1	-3	2	-6	-18	-16	16	10	-2	5
29	N#Cc1cc2c([nH]c1=O)CCCC2
    -6	0	4	7	-1	-8	-4	4	-12	-3	-6
30	COc1cc(NS(=O)(=O)c2ccccc2)ccc1-n1nc(C)cc1C
    -2	6	-8	-2	9	-10	10	3	-15	17	-2
31	COC(=O)CC1SC(=O)NC1=Nc1ccc(OC)cc1 (centres undefined)
    9	11	-14	1	6	8	-4	-5	-16	-4	-4
32	Cc1ccc(S(=O)(=O)N2CCN(C(=O)c3cc4c(C)nn(-c5ccccc5)c4s3)CC2)cc1
    4	8	8	17	-2	-6	1	5	-10	-9	-7
33	O=C(O)CCCC(=O)NNC(=O)c1cccc(Br)c1
    -4	-10	-4	9	-10	2	-1	7	-13	4	-5
34	Cc1cccnc1Nc1nc(-c2ccccc2)cs1
    3	-158	-8	25	11	-85	-12	-47	-17	-149	-40
35	O=C(Nc1ccccc1F)C1CCCN1S(=O)(=O)c1cccc2nsnc12 (centres undefined)
    -4	5	-10	-4	2	-23	1	1	3	5	2
36	CC(=O)Nc1ccc(NC(=O)CCS(=O)(=O)c2ccc3c(c2)oc(=O)n3C)cc1
    -1	8	-6	-18	15	5	-8	1	2	-13	-7
37	OCC1CCN(Cc2nc(Cc3ccccc3Cl)no2)CC1
    -6	4	-10	-2	-4	-4	1	-19	-24	-14	5
38	Cc1ccc(-c2csc(Cc3nc(-c4ccc5c(c4)CCC(=O)N5)cs3)n2)cc1
    -13	-4	-3	7	5	-12	7	7	-43	-21	11
39	Cc1cccc(C(=O)NC(C(=O)Nc2nc(-c3ccccn3)cs2)C(C)C)c1 (centres undefined)
    -9	15	0	11	5	-23	-8	-1	2	11	34
40	Cc1cc(Cl)c(OCCOCCN2CCN(C)CC2)c(Br)c1
    -9	-9	1	-10	12	-16	0	-5	-17	12	2

2 entries from above in a different format.
item | canonical_smiles | NOD2 RIPK2 PPI | SRC3 inh | TROY NFkB inh | TWEAK Fn14 block | C8 TRAIL sens | SRC1 inh | TLR9-MyD88 inh | NR2F2 inh | NCOA2 inhibitor | LRH-1 inv ag | EBV LMP1 NFkB
32 | Cc1ccc(S(=O)(=O)N2CCN(C(=O)c3cc4c(C)nn(-c5ccccc5)c4s3)CC2)cc1 | 4 | 8 | 8 | 17 | -2 | -6 | 1 | 5 | -10 | -9 | -7
33 | O=C(O)CCCC(=O)NNC(=O)c1cccc(Br)c1 | -4 | -10 | -4 | 9 | -10 | 2 | -1 | 7 | -13 | 4 | -5

(more compounds)
Results follow in this order: NOD2 RIPK2 PPI	SRC3 inh	TROY NFkB inh	TWEAK Fn14 block	C8 TRAIL sens	SRC1 inh	TLR9-MyD88 inh	NR2F2 inh	NCOA2 inhibitor	LRH-1 inv ag	EBV LMP1 NFkB
41	CN(C(=O)COC(=O)c1ccccc1C(=O)N1CCN(c2ccccc2)CC1)c1ccccc1
    -1	14	-13	3	2	-10	1	-7	-11	5	3
42	COC(=O)c1cc(CN2C(=O)c3ccccc3C2=O)c(O)c([N+](=O)[O-])c1
    4	4	0	-1	-8	9	-13	11	4	8	-5
43	Cc1sc(N)c(C#N)c1C
    -8	13	-5	25	2	-9	5	9	-8	5	-9
44	CCC(CC)C(=O)OCC(=O)Nc1cccc([N+](=O)[O-])c1
    -3	6	-10	-24	-2	-5	-5	-11	-14	1	-4
45	COc1ccc(OC)c(-n2c(C)cc(C=O)c2C)c1
    -3	4	-17	4	-10	-16	-10	3	-11	2	-3
46	CCC1=NN(C(=O)c2ccc(Cl)cc2)C(O)(c2ccccc2)C1 (centres undefined)
    0	-23	1	-14	5	-18	2	-16	3	-20	12
47	Cc1ccc(OCC(=O)NCCNC(=O)c2ccccn2)cc1
    -13	-7	4	-12	-21	-10	-3	-1	11	13	-5
48	COc1ccc(-c2nnc(OCc3ccccc3)c3ccccc23)cc1
    -4	22	23	27	5	4	2	-6	-6	23	6
49	OCC1OC(n2cnc3c(NCc4ccccc4O)ncnc32)C(O)C1O (centres undefined)
    -10	62*	17	59*	76*	35	-14	-21	-60	90*	38
50	O=C(NCCCN1CCOCC1)c1cc(-c2ccc(F)cc2)no1
    9	12	-23	-21	4	-18	6	34	-9	14	28
51	O=C(NC1CCN(Cc2ccc(Cl)cc2Cl)CC1)c1ccccc1
    5	14	10	12	11	19	-3	9	7	24	/
52	COc1ccc(CCN2CC(C(=O)NCc3cccc4[nH]ccc34)CCC2=O)cc1 (centres undefined)
    -11	11	-3	-5	8	-2	-8	-1	19	0	-1
53	COCCN(C(=O)CSc1nnc(-c2cccc(C)c2)n1C)c1c(N)n(Cc2ccccc2)c(=O)[nH]c1=O
    -6	-13	7	-5	4	-10	-9	0	13	-15	2
54	Clc1ccc(OCc2cc(-c3ccccc3)no2)cc1Cl
    -7	-4	-65	-69	-8	-31	-3	-20	-23	-23	-15
55	CN1CCN(c2ccncc2S(=O)(=O)N2CCCCC2)CC1
    -10	8	5	21	-7	7	1	-7	-2	-23	2
56	Cn1c(=O)c2c(nc(NCCO)n2CCc2ccccc2)n(C)c1=O
    -5	22	-1	19	-1	13	1	21	16	-4	-21
57	CC1(C)N=C(c2ccccc2)C(=O)N1
    -1	-8	13	-7	-2	-1	4	18	-18	6	4
58	CCOc1ccc2c(c1)sc1nc(C(=O)OC)cc(=O)n12
    0	-2	-19	5	2	-9	3	2	-11	18	-8
59	O=C(O)/C(=C\c1cccs1)c1ccccc1
    -7	10	5	6	4	4	8	-16	2	1	7
60	COCCCNC(=O)NC(=O)c1ccccc1
    -15	-2	-5	-7	3	-26	-9	-1	-21	-23	-7
61	O=C1c2ccc(-c3ccc(F)cc3OCc3ccccc3)cc2S(=O)(=O)c2cccc(C(=O)N3CCN(c4ncc(Br)cn4)CC3)c21
    -10	-3	-16	-34	6	9	-3	-6	-7	0	-8
62	CCOC(=O)C1CCCN(c2c(NCCCN(C)Cc3ccccc3)c(=O)c2=O)C1 (centres undefined)
    -9	3	13	3	-3	5	-5	-1	-26	-14	-7
63	CCOC(=O)N1CCN(C(=O)CN(Cc2ccc(Cl)cc2)S(C)(=O)=O)CC1
    -7	-3	-12	4	-10	10	15	13	17	14	-2
64	CC(C)Cc1cc(C(=O)Nc2cc(Cl)ccc2Cl)no1
    0	-22	-46	-48	-1	-18	-14	-17	3	-2	-15
65	CCS(=O)(=O)N1CCc2cc(OC)c(OC)cc2C1
    9	-5	13	10	3	-1	-2	1	3	10	-7
66	O=C(NCc1ccc(F)cc1)C(Cc1ccccc1)n1cccc1 (centres undefined)
    -3	17	-10	7	-7	13	9	6	0	10	-3
67	c1ccc(CN2CCN(c3nc4ccccc4n4cnnc34)CC2)cc1
    11	-1	7	-15	-19	-4	-4	-4	-14	-5	1
68	Clc1ccc2oc(-c3ccccc3)cc(=NCCCN3CCOCC3)c2c1
    -10	-61	-39	-36	4	-71	-1	-58	-74	-119	-32
69	O=C(CN1CCOc2ccccc21)NC1CCN(Cc2ccccc2)CC1
    -3	15	-7	6	0	6	-3	-1	-6	17	6

Screening results (PubChem BioAssay)

Only part of the results is shown; rates above refer to the full screens.
